Pf apPOL inh: Pf-apPOL inhibitors, biochemical, fluorescence; Plasmodium falciparum apicoplast DNA polymerase (apPOL); Recombinant Pf-apPOL, molecular beacon fluorescence, 1.5 h; inhibition, % at 10 µM; 210,000 tested, 0.25% active
mHTT CaM bind: mutant huntingtin-calmodulin interaction inhibitors – biochemical, AlphaScreen, primary screen | 190,000 tested, 3.6% active | AlphaScreen His-mHTT/GST-CaM binding, luminescence | P42858 | inhibition, % at 15 µM;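 also: 0% = both proteins with DMSO and 100% = one protein alone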
Target sequence (P42858 whole entry, looked up, stated change not applied): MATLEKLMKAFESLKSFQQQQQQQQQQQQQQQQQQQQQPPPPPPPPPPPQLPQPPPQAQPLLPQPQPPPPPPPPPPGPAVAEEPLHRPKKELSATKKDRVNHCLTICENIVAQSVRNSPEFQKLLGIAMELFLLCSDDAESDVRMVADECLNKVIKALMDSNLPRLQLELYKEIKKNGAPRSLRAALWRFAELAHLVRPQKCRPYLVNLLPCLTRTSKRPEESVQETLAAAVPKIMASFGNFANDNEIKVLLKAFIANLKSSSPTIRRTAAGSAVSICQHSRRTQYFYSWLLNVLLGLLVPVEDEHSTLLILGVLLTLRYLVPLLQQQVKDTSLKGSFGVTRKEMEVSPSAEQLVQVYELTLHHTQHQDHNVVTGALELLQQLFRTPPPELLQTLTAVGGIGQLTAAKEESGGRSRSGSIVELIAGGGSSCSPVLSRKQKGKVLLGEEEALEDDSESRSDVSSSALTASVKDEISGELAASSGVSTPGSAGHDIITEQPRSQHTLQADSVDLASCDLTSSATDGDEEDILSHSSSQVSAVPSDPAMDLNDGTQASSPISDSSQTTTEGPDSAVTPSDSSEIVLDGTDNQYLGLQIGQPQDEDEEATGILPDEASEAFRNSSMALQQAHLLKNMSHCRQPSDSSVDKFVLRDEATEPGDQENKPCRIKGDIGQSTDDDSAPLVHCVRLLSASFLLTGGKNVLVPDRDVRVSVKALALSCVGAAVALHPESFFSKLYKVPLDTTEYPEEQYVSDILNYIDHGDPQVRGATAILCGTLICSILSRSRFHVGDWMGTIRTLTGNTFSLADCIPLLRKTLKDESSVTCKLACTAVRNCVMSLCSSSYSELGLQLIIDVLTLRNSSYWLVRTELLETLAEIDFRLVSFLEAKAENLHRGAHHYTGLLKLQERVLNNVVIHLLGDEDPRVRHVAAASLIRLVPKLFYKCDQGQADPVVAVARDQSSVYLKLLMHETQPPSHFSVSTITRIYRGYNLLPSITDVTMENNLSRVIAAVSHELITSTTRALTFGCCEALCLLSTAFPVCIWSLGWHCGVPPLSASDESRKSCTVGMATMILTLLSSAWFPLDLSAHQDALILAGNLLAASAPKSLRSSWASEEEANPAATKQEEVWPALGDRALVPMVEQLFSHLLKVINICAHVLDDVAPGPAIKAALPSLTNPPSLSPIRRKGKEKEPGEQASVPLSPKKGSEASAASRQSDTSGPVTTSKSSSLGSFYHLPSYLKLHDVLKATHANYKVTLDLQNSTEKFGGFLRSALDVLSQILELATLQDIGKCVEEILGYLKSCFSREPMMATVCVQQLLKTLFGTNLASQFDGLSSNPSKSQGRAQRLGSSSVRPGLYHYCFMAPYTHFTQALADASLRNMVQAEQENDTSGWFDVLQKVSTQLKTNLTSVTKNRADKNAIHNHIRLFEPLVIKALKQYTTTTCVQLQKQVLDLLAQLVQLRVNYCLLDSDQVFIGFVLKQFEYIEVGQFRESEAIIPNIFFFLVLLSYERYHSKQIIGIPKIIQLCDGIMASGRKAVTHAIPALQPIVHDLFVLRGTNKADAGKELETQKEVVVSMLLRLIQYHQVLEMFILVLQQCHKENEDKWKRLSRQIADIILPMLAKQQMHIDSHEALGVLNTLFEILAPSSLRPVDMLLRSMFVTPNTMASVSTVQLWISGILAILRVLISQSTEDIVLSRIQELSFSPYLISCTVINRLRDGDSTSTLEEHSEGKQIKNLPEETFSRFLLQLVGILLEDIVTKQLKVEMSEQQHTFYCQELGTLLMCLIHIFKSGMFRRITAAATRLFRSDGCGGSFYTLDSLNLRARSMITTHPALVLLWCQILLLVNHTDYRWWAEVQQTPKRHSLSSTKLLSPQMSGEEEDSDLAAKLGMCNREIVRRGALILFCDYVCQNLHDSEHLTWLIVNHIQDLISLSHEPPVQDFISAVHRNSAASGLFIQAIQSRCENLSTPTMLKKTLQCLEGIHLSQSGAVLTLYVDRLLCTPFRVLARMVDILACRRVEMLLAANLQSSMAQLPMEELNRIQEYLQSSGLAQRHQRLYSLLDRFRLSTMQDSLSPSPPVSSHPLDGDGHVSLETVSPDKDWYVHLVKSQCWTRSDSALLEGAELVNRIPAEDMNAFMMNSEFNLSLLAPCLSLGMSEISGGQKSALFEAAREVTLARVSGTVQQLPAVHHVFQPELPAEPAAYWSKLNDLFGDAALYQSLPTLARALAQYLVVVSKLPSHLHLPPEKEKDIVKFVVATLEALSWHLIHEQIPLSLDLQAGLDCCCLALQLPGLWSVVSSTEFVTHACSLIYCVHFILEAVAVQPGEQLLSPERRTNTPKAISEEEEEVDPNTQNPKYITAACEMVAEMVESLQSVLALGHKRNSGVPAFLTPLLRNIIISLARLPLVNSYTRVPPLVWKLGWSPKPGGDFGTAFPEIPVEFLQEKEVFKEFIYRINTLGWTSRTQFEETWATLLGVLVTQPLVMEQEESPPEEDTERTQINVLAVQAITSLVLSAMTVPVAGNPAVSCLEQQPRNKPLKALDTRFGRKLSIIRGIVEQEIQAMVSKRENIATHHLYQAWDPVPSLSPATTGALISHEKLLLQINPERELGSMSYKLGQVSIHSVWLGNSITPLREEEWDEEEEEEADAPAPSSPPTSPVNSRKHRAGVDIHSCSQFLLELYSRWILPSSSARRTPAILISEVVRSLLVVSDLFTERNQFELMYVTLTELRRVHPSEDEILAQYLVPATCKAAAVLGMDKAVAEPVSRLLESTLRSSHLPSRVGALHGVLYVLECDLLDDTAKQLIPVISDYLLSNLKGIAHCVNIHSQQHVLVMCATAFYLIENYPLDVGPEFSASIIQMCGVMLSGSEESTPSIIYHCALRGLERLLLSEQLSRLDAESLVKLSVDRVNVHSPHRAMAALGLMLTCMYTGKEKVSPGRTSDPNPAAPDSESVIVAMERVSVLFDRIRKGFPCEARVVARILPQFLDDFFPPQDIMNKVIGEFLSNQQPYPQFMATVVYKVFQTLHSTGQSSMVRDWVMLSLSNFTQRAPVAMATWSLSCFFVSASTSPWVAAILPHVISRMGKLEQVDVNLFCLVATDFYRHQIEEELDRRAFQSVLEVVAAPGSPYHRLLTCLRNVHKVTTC
An asterisk follows results filed as active; i = inactive; / = no result given; & = joins results of further samples. Rule as the data show it: active = inhibition above about 50%; inactive = the rest.

SMILES | Pf apPOL inh | mHTT CaM bind
O=C(C1=NOC2(C(=O)c3ccccc3C2=O)C1c1ccccc1)c1cccs1 (stereo not drawn) | -1 | /
COc1ccc(NC(=O)c2ccnc(N3CCNC(c4ccccc4)C3)c2)cc1 (stereo not drawn) | 6 | 26
COc1cc(-c2[nH]c(=S)nc(N)c2C#N)cc(OC)c1OC | / | 7
CCN(CC)C(=O)c1c(C)sc2ccn(CC)c(=O)c12 | 1 | -11
O=C1CC(C(=O)N2CCN(Cc3ccc4c(c3)OCO4)CC2)CN1CCc1ccccc1 (stereo not drawn) | -9 | -3
O=[N+]([O-])c1cc(S(=O)(=O)N2CCc3ccccc3C2)ccc1N1CCc2ccccc2C1 | -5 | /
COc1cccc(CNC(=O)N2CC(C(=O)N3CCCCC3)C3(CCOCC3)C2)c1 (stereo not drawn) | 4 | -4
CCC(C(=O)n1nnc2ccccc21)c1ccccc1 (stereo not drawn) | -4 | 5
CC(C)c1ccc(NS(=O)(=O)c2ccc3nc(-c4ccccc4)[nH]c3c2)cc1 | -8 | 6
O=C(NC1CCN(Cc2ccccc2)CC1)c1cccn2c(=O)c3cc(Cl)ccc3nc12 | -2 | 13
CC12CC3(C)CC(C)(C1)CC(C(=O)NN)(C2)C3 | -3 | -2
Cc1cc(C)c(S(=O)(=O)N2CCC3(CC2)NCCN=C3NC2CCCC2)c(C)c1 | -5 | 3
CCN1CCN(CCNC(=O)C2=C(C)C(=O)OC23CCCCCC3)CC1 | -2 | -3
O=C(NCC(O)c1cccs1)c1cc(-c2ccco2)on1 (stereo not drawn) | -4 | -10
CCOc1ccc(CC(=O)N2CC3CC(NS(=O)(=O)c4cccs4)C2C3)cc1 (stereo not drawn) | -4 | -1
COc1ccccc1NCN1C(=O)S/C(=C\c2ccc(SC)cc2)C1=O | 0 | 15
Cc1ccc(SCCNC(=O)c2ccc(=O)[nH]c2)cc1 | 4 | -4
Cc1ccc(N2C=C(C#N)S(=O)(=O)c3ccc(F)cc32)c(F)c1 | 0 | -12
O=C(Cn1cnc2c(-c3ccc(F)cc3)csc2c1=O)NC1CCCC1 | -7 | 8
COc1ccc(/C(N)=N/OC(=O)N2c3ccccc3Sc3ccccc32)cc1 | 9&-3 | i
CSc1ccc(N2CC(c3nnc(NC(=O)c4ccc(Cl)cc4)o3)CC2=O)cc1 (stereo not drawn) | -2 | 9
Cc1ccc(C)c2sc(N(CC3CCCO3)C(=O)c3c[nH]c4ccccc34)nc12 (stereo not drawn) | 0 | -8
CCOc1ccccc1C(=O)NC(C)CCc1ccccc1 (stereo not drawn) | -4 | -6
CC(C)CN(CC(C)C)S(=O)(=O)N1CCC(C(=O)N2CCc3ccccc3C2)CC1 | -5 | -2
COc1ccc(S(=O)(=O)N2CCC(c3nc4ccncc4n3C)C2)cc1Cl (stereo not drawn) | -6 | 18
Cc1ccc(NC(=O)CSc2nnnn2-c2ccccc2F)cc1C | 4 | -7
CCNC(=O)N(C)Cc1cc(-c2cccc(OC)c2)on1 | -6 | -5
CCc1ccccc1NS(=O)(=O)c1cc(OC)ccc1OC | 7 | -3
O=C(NCCSc1ccccc1)C1CCCN1C(=O)Nc1ccccc1 (stereo not drawn) | -4 | -2
O=C(CSc1cccs1)NCCSCc1ccco1 | 18 | /
C=C1CCN([C@@H](Cc2ccccc2)C(=O)NC2CCN(Cc3ccccc3)CC2)S(=O)(=O)c2ccccc21 | -1 | 23
CC(=O)Nc1ccc(C(=O)NCCNC(=O)C2c3ccccc3Oc3ccccc32)cc1 | -6 | -9
Cc1ccc(C2CC(c3ccccc3)=NN2C(=O)CN2CCC(C(N)=O)CC2)cc1 (stereo not drawn) | -8 | 80*
S=c1[nH]c2cc(Cl)ccc2o1 | / | -5
Cc1ccc(-c2csc3ncn(CC(=O)NCc4ccccc4)c(=O)c23)cc1C | -4 | 16
Cc1cccc(C)c1NC(=O)Nc1cccc(Cl)c1 | -10 | -8
COc1cccc(C=C2Oc3c(ccc(O)c3CN(C)Cc3ccccc3)C2=O)c1OC | 0 | 93*
Cc1ccc(CNC(=O)c2cnn3c(C)c(Cc4ccc(Cl)cc4)c(C)nc23)cc1 | -3 | -16
Cc1cc(COC(=O)C2N3C(=O)[C@@H](NC(=O)COc4ccccc4)[C@H]3SC2(C)C)on1 (stereo partly drawn) | -7 | 8
CCN1CCn2c(nc3cc(C(=O)NCc4cc(C)ccc4C)ccc32)C1=O | -1 | 5
CC(=O)Nc1ccc(S(=O)(=O)Nc2ccc(Br)cc2C)cc1 | -2 | -6
Cc1ccc(-c2ccnc3c(C(=O)NCCCN4CCC(C)CC4)cnn23)cc1C | 4 | -8
O=C(NCCCO)C(=O)NCCC1=CCCCC1 | -14 | -2
COc1ccc(Cl)cc1N(CC(=O)Nc1ccccc1Br)S(C)(=O)=O | -3 | 13
COc1ccc(S(=O)(=O)N2CCC(C(=O)NCc3cccnc3)CC2)cc1 | -4 | -1
Cc1ncc(CO)c2cc(C(N)=O)c(=Nc3ccc(F)c(Cl)c3)oc12 | 2 | 37
Cc1ccccc1NC(=O)Cn1c(=O)n(-c2ccc(F)cc2F)c(=O)c2sccc21 | 1 | -4
Cc1cc(NC(=O)c2noc3c2CCCCC3)nn1Cc1ccc(Cl)cc1 | -4 | -8
O=S(=O)(NCc1csc(-c2cccs2)n1)c1ccc(-c2ccon2)s1 | 5 | /
Cc1ccccc1-n1c(SCC(=O)NCc2ccccc2)nc2[nH]ncc2c1=O | -1 | -1

Arranged by formula weight (high to low): some entries from above
SMILES | Pf apPOL inh | mHTT CaM bind
Cc1ccccc1-n1c(SCC(=O)NCc2ccccc2)nc2[nH]ncc2c1=O | -1 | -1
COc1ccc(S(=O)(=O)N2CCC(C(=O)NCc3cccnc3)CC2)cc1 | -4 | -1
Cc1ncc(CO)c2cc(C(N)=O)c(=Nc3ccc(F)c(Cl)c3)oc12 | 2 | 37
O=C(NCCCO)C(=O)NCCC1=CCCCC1 | -14 | -2

Later entries
SMILES | Pf apPOL inh | mHTT CaM bind
Cc1noc(C)c1C1CCCN1C(=O)c1c(F)cccc1Cl (stereo not drawn) | -11 | -3
Cc1ccc(-c2nc3cc(Cl)ccc3o2)cc1NC(=O)c1ccco1 | 7 | -3
Cn1c2c(c(=O)n(C)c1=O)C(c1ccc3c(c1)OCO3)C1=C(CCCC1=O)N2 (stereo not drawn) | 0 | 12
CCCN1C(=O)Cc2cc(C(=O)N3CCCCC3)ccc21 | 1 | 8
O=C(Nc1cnc(-c2ccccc2)nc1)c1cccc(F)c1 | 1 | -1
O=C(COc1ccc(Br)cc1)Nc1cccnc1 | -2 | -7
Cc1ccccc1C1=N/C(=C\c2ccc(I)o2)C(=O)O1 | 0 | 10
O=C1NC(c2ccccc2)=C([N+](=O)[O-])C(c2cccc(Cl)c2)N1 (stereo not drawn) | -3 | 8
O=C(c1ccccc1)N1CCc2sc(C(=O)N3CCN(C4CCCCC4)CC3)cc2C1 | -5 | 10
CSC1=NSC2=NC(=O)/C(=C\c3ccc4c(c3)OCO4)C(=N)N12 | -4 | 13
Cc1nc2c(NC3CCN(C(=O)c4cccc(F)c4)CC3)cccn2n1 | 5 | -2
Cc1cccc(N(CC(=O)N2CCCC2)S(=O)(=O)c2ccccc2)c1C | 4 | 2
COc1ccc(SCCc2nnc(SCC(=O)Nc3ccc(F)cc3)n2C2CC2)cc1 | 2 | /
Cc1c(Cl)cccc1S(=O)(=O)N1CCC(CN2CCCC(C)C2)CC1 (stereo not drawn) | 0 | 4
CCOCC(=O)N1CCCC(c2nc(CNC(C)=O)cs2)C1 (stereo not drawn) | -7 | -13
O=C(c1ccsc1)N1CCc2c(nc3cc[nH]n3c2=O)C1 | -6 | -2
COCCNC(=O)Cn1nc(C(F)(F)F)cc1C | 0 | -1
Cc1cc(C2C(C#N)=C(N)N(c3ccc([N+](=O)[O-])cc3)C3=C2C(=O)CCC3)c(C)s1 (stereo not drawn) | 5 | 49
CCc1cccc(OCCCCN2CCOCC2)c1 | 0 | 0
COc1ccc(CN2CC(C(=O)O)CC2=O)cc1 (stereo not drawn) | 1 | -7
Cc1nc(C(=O)Nc2ccc(N3CCOCC3)cc2)c(C)n1C1CCN(C)CC1 | 25 | 14
COc1ccccc1Oc1ccc2c(c1)C(=O)N(c1ccc(O)cc1)C2=O | -26 | 21
O=C(Nc1ccccc1)OCCOc1ccc(Cl)cc1Br | 2 | -40
COc1ccc(-c2nc3c(c(=O)[nH]2)CCN(C(=O)CSc2ccccc2)C3)cc1 | 1 | -3
CC(C)(C)c1csc(NC(=O)C23CC4CC(CC(C4)C2)C3)n1 | 1 | -8
CC(C)(C)Nc1ncnc2c1cnn2Cc1ccccc1 | -2 | -3
O=C(Nc1ccccc1)Nc1ccccc1Br | -8 | -5
CC(C)c1nc(C#N)c(NCCCn2ccnc2)o1 | 13 | 0
COc1cccc(CC(=O)N2CCC(c3nc(C(=O)N4CCOCC4)c(C)o3)CC2)c1 | -7 | 6
COc1cccc(C(=O)Nc2ccc(-n3nncc3-c3ccccc3)cc2)c1OC | -7 | 57*
COc1ccccc1NC(=O)CSc1ncc(S(=O)(=O)c2ccccc2)c(N)n1 | -6 | -12
O=C(CSc1nnc(-c2ccncc2)n1-c1ccccc1)NCc1ccco1 | -4 | -1
O=C(Nc1ccc2c(c1)CN(S(=O)(=O)c1ccccc1)CC2)c1cc(-c2ccco2)on1 | -4 | -4
Cc1ccccc1CNC(=O)Cc1ccccc1 | -6 | -2
Nc1nonc1/C(=N/O)N1CCN(c2ccc([N+](=O)[O-])cc2)CC1 | 0 | i
CCc1ccccc1N1CC23C=CC(O2)C(C(=O)OC)C3C1=O (stereo not drawn) | -3 | -10
Cc1nc(CCNC(=O)C2CCN(S(=O)(=O)c3ccc(CC(C)C)cc3)CC2)cs1 | -6 | 8
O=C(Nc1ccccc1O)c1ccc(Br)c(S(=O)(=O)N2CCOCC2)c1 | -1 | 6
Nc1cccnc1Oc1ccc(Cl)cc1 | 4 | /
CCCc1oc2cc(OC(C)C)c(CC)cc2c(=O)c1-c1ccc2c(c1)OCCO2 | 3 | -2
O=C(C[n+]1cccc(/C=N/O)c1)Nc1ccc(C(=O)O)cc1 | 5 | i
CN=C1S/C(=C/c2cccn2-c2ccc(N(C)C)cc2)C(=O)N1C | / | 2
O=C(CSc1ccccn1)N1c2ccccc2CCc2ccccc21 | -6&-2 | 7&1
COc1cccc(NC(=O)C2(c3ccccc3)CCOCC2)c1 | 3 | 2
Cc1c(N2C(=O)C3C4c5ccccc5C(c5ccccc54)C3C2=O)c(=O)n(-c2ccccc2)n1C (stereo not drawn) | 1 | 19
Cc1ccc(CNC(=O)C2COc3ccc(NC(=O)c4cccs4)cc3C2)cc1 (stereo not drawn) | -5 | -2
O=C(c1cc(F)ccc1Cl)N1CCc2nc(-c3ccc(Cl)cc3)ncc2C1 | -6 | -10
COc1ccc(C2CC(c3ccc(-c4ccccc4)cc3)Nc3nnnn32)cc1 (stereo not drawn) | -7 | 64*
CC(=O)Nc1cccc(-c2nnc(SCC(=O)N3CCCCC3)n2C)c1 | 6 | 2
CCOc1cc(C=O)ccc1OCc1ccc(Cl)cc1 | -2 | -34

More structures:
SMILES | Pf apPOL inh | mHTT CaM bind
CCc1cc(C2CCCN2Cc2ccc(OC)c(OC)c2OC)on1 (stereo not drawn) | -4 | 11
COc1ccc(C2=C(c3ccccc3)OC(OC)c3cc(F)ccc32)cn1 (stereo not drawn) | -4 | -5
Cn1ncc(Cl)c1C(=O)N1CCCC1c1cccc(F)c1 (stereo not drawn) | -9 | -2
COc1cccc2cc(-c3cc(=O)oc4c(CN(C)C)c(O)ccc34)c(=O)oc12 | -4 | 24
COc1ccccc1-n1nc(C(=O)Nc2cnc3ccccc3c2)c2ccccc2c1=O | -4 | 19
CN1CCN(c2cccc3c2S(=O)(=O)N[C@@H](Cc2ccccc2)CO3)CC1 | -8 | 2
O=C(NCc1cccnc1)C1c2ccccc2CC(=O)N1Cc1ccccc1 (stereo not drawn) | 0 | 29
O=C(Nc1ccc(Cl)cc1Cl)c1ccc(Cl)cc1Cl | -8 | -19
CCCn1c(C2CCN(C(=O)C3CCCCC3)C2)nc2cccnc21 (stereo not drawn) | -7 | 3
COc1ccc(N2C(=O)C3CCCN3C2c2ccc(C)o2)cc1 (stereo not drawn) | -2 | -9
CC1(C)Cc2cccc(OCC(=O)N3CCN(C(=O)c4ccco4)CC3)c2O1 | -6 | 1
CCCCNC(=O)c1c(NC(=O)c2ccccc2)sc(C)c1C | -7 | -5
Cc1nc(C)c(C(=O)NCc2ccccc2)s1 | -1 | -5
COC(=O)CNC(=O)N1CCCCCC1c1cccc(C)c1 (stereo not drawn) | -1 | -8
O=C(CCN1CCCCC1)c1ccc2c(c1)OCCO2 | -10 | -5
CCCCc1ccc(-c2nc(C=Nc3ccc(OC)cc3)c(O)o2)cc1 | -18 | -7
Cc1ccc(S(=O)(=O)c2nc(-c3ccco3)oc2SCC(=O)c2ccccc2)cc1 | -9 | 10
O=C(Nc1nccs1)c1ccc(C(=O)c2ccccc2)cc1 | -10 | 2
O=C(Nc1ccccc1)Nc1ccc(Nc2ccccc2)cc1 | -11 | 21
Cc1cc(C2CCCN2C(=O)c2cc(-c3ccccc3)on2)no1 (stereo not drawn) | -3 | 2
O=C(COc1ccc([N+](=O)[O-])cc1)Nc1ccccc1N1CCOCC1 | 2 | 2
O=C(N/N=C\c1ccco1)c1cnccn1 | / | i
NCc1c(F)cc(F)c(F)c1F | / | -7

Record cards (already shown):
`CCCCNC(=O)c1c(NC(=O)c2ccccc2)sc(C)c1C` as listed: Pf apPOL inh: -7; mHTT CaM bind: -5
`Cc1nc(C)c(C(=O)NCc2ccccc2)s1` as listed: Pf apPOL inh: -1; mHTT CaM bind: -5

Assay outcomes: PubChem, University of Kansas High Throughput Screening Laboratory
